Screening results as filed in PubChem BioAssay.
DAX1 inh-1 = DAX1 (NR0B1) inhibition, primary screen; HEK293T StAR-luciferase reporter, SF-1/DAX-1 repression relief; inhibition, % at 6.8 µM; 1.1% of 370,000 active; AID 652010;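 active means inhibition above the mean over all tested compounds plus 3 SD, cut at about 3.6% in these data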;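 further: 0% = DAX-1 cells with DMSO and 100% = cells lacking DAX-1 with DMSO; higher inhibition means more luminescence from relief of DAX-1 repression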
HGIII-sPLA2 inh = Blocks human group III sPLA2 activity. QFRET BODIPY PC-A2 liposome hydrolysis, fluorescence. 0.56% of 370,000 active. AID 743126. Q9NZ20. inhibition, % at 12.2 µM;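 active means inhibition above mean plus 3 SD of compounds lying within the high and low control bounds, cut at about 19% in these data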;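 further: 0% = median of test compound wells and 100% = no enzyme DMSO wells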
Target sequence (Q9NZ20 whole entry, looked up): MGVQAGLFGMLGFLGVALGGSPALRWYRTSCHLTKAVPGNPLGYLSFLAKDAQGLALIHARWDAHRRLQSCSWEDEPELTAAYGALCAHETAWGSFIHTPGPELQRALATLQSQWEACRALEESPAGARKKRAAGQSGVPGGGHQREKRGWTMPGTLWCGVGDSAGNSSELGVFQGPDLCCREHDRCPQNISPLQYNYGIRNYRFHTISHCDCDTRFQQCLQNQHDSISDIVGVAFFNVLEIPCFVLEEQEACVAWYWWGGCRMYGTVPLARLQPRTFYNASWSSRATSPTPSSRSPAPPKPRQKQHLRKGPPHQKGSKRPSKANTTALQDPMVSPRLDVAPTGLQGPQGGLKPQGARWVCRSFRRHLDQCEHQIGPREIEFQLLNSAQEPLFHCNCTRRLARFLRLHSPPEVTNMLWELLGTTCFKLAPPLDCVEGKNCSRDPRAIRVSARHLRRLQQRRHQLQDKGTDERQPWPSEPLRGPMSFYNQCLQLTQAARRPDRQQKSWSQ
FXN GAA850 act = frataxin GAA850 promoter activation; HEK293 lucGAA850 FXN promoter luciferase reporter, 24 h; percent of 10 µM SAHA response; 0.56% of 360,000 active; activation, % at 6 µM;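 active means activation above the average of all compounds screened plus 3 SD, cutoff fixed separately per campaign, cut at about 7.5% in these data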;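 further: 0% = DMSO wells and 100% = 10 µM SAHA wells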
DAX1 inh-2 = NR0B1 (DAX1) inhibition | 0.99% of 340,000 active | inhibition, % at 6.75 µM | HEK293 Gal4-DAX1 luciferase reporter, luminescence | AID 504766 | P51843;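 active means inhibition above the mean over all tested compounds plus 3 SD, cut at about 4.2% in these data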;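 further: 0% = DAX1-transfected cells with DMSO and 100% = empty-vector control cells with DMSO; inhibition shows as a rise in luminescence from relieved DAX1 repression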
PLC-gamma1 inh = PLC-gamma1 (human) inhibition, primary screen; P19174; purified PLC-gamma1, fluorogenic substrate, fluorescence; inhibition, % at 12.2 µM; 0.84% of 370,000 active; AID 720700; in the data active means inhibition above about 9.5%
PLCb3 inh = PLC-beta3 (human) inhibition, primary screen; Purified PLC-beta3, fluorogenic substrate, fluorescence; 0.18% of 370,000 active; inhibition, % at 12.2 µM; AID 720704; Q01970; in the data active means inhibition above about 11%;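 further: 0% = median of compound wells on plate and 100% = full blocker control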
ADAM10 inh = ADAM10 inhibition, QFRET primary screen. O14672. 0.62% of 370,000 active. inhibition, % at 7 µM. recombinant ADAM10, EDANS/DABCYL FRET peptide cleavage, 3 h;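 active means inhibition above a per-campaign cutoff equal to the mean of compounds falling between control-based bounds plus 3 SD, cut at about 20% in these data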;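 further: 0% = DMSO wells while the 100% control is not disclosed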
Target sequence (O14672 214-748 limits assumed): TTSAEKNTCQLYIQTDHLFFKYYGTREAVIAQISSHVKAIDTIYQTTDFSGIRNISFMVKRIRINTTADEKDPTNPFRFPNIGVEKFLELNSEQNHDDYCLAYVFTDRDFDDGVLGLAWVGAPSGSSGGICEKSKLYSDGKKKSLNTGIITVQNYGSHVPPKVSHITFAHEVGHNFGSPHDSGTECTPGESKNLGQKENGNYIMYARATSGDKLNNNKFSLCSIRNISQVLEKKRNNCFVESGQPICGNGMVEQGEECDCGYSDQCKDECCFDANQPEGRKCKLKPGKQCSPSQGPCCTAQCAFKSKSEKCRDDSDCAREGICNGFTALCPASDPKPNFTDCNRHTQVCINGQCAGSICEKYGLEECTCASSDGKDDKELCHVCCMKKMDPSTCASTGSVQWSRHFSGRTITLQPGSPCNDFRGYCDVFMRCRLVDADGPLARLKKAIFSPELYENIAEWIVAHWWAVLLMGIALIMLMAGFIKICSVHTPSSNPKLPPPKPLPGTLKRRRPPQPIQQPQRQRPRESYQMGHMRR
hcDAF-12 act = activators of H. contortus DAF-12 nuclear receptor; activation, % at 6.8 µM; 1.4% of 370,000 active; HEK293 hcDAF-12 lit1-tk-luc reporter, luminescence; 0% DMSO, 100% Δ7-dafachronic acid;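 active means activation above the mean of all tested compounds plus 3 SD, cut at about 5.5% in these data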;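 further: 100% = response to 3 µM Δ7-dafachronic acid high control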
ADAM17 inh = inhibits human ADAM17 | inhibition, % at 6.95 µM | 0.83% of 370,000 active | recombinant ADAM17, EDANS/DABCYL FRET peptide cleavage | AID 720648;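 active means inhibition above the mean of compounds lying between control limits plus 3 SD, set per campaign, cut at about 8.5% in these data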;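 further: 0% = DMSO-only wells as the low control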
hgDAF12 agonist = agonists of H. glycines DAF-12 nuclear receptor | HEK293 GAL4-hgDAF12 UAS-luciferase reporter, agonist luminescence; normalized to butyrate control | activation, % at 6.8 µM | 1.8% of 370,000 active | AID 687014;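 active means activation above a cutoff set at the mean of all screened compounds plus 3 SD, cut at about 10% in these data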;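 further: 0% = DMSO wells and 100% = sodium butyrate wells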
ssDAF12 agonist = activators of S. stercoralis DAF-12 nuclear receptor. HEK293 ssDAF-12/GRIP1 lit1-tk-luc reporter, luminescence; % of 3 µM dafachronic acid response. activation, % at 6.8 µM. 1% of 370,000 active. AID 652126;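 active means activation above the mean over all tested compounds plus 3 SD, cut at about 0.9% in these data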;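 further: 0% = DMSO-only wells and 100% = 3 µM delta7-dafachronic acid wells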
Active calls of the source: *; i = inactive; nt = no result given.

mol,DAX1 inh-1,HGIII-sPLA2 inh,FXN GAA850 act,DAX1 inh-2,PLC-gamma1 inh,PLCb3 inh,ADAM10 inh,hcDAF-12 act,ADAM17 inh,hgDAF12 agonist,ssDAF12 agonist
CC1=C(C(=O)Nc2ccccc2C)C(c2ccc(C)o2)N2C(=O)CSC2=N1 (stereo unspecified),-0.3,-21.9,-0.9,-0.4,-14.3,-17.2,-9.5,-0.8,-2.7,-1.6,-1.7
CCc1nc(OCc2ccccc2)c2sc3nc4c(cc3c2n1)COC(C)(C)C4,-0.1,1.8,-0.3,-0.2,0.8,-10.4,-2.4,-1.2,-3.6,-0.2,-1.8
Cn1cccc1C1NC(=O)c2c(sc3c2CCC(C(C)(C)C)C3)N1 (stereo unspecified),-0.1,5.0,-2.3,-1.3,-5.0,-3.2,-1.9,0.3,-5.6,0.7,-0.9
CC(C)(C)CC(=O)Nc1nnc(CCc2ccccc2)s1,1.0,5.4,7.2,0.7,8.9,0.0,14.7,2.1,2.8,5.3,-0.1
Cn1c(O)c(N=NC(=O)CNC(=O)c2ccccc2)c2cc(Br)ccc21,-0.4,-0.5,3.9,0.3,0.4,-1.7,4.3,-2.1,0.7,-3.0,-1.2
O=C(c1ccc(Cn2c(=S)[nH]c3cc4c(cc3c2=O)OCO4)cc1)N1CCN(c2ccccc2)CC1,-0.7,9.5,-1.2,1.9,-0.2,0.8,1.5,-0.5,-0.7,-0.2,-1.5
c1ccc2cc(Cn3ccnc3)ccc2c1,0.0,-7.6,1.3,1.0,1.2,-3.9,-4.3,-1.5,0.6,0.7,-0.9
CCOc1ccc(C(=O)OCC(=O)Nc2ccc3c(c2)OCCO3)cc1OC,2.0,0.7,-0.1,0.5,1.8,1.7,-2.1,-0.1,-2.3,5.2,0.0
C/C(=N/NS(=O)(=O)c1ccc(Cl)cc1)c1cccc(NC(=O)c2ccncc2)c1,-0.2,4.3,0.1,0.3,0.8,-3.9,-7.2,-1.9,-0.2,-0.2,-0.9
COCCCNCCOc1ccccc1-c1ccccc1,0.2,-5.7,-1.2,-0.9,-2.2,0.6,-4.1,0.1,-1.0,-0.8,-1.2
Fc1ccccc1Nc1nc(NCc2ccco2)nc(N2CCOCC2)n1,0.3,-15.4,5.6,-1.4,-1.0,0.9,7.3,-0.1,2.3,-2.1,-1.0
CCOC(=O)N1CCN(C(=O)c2ccc3nc4ccsc4c(=O)n3c2)CC1,0.5,2.6,0.2,0.3,-363.4,-462.9,i,4.4,-224.5,0.2,0.0
O=C(Nc1cc2ccccc2oc1=O)C1CCCCC1,3.1,4.7,5.3,2.6,5.4,3.9,-6.4,2.3,0.6,8.2,-0.9
COC(=O)c1ccccc1NC(=O)Cn1ccnc1,0.0,0.5,2.5,0.0,2.5,2.2,-3.1,-0.9,-0.7,0.0,-1.7
CCOCc1nc(N)nc(N)c1-c1cccc(Cl)c1,-4.9,8.1,0.8,1.1,3.0,-2.3,-11.5,-3.2,-7.4,-12.7,-2.2
C[C@@H]1CCCCO[C@@H](CN(C)C(=O)Nc2ccccc2)[C@@H](C)CN([C@H](C)CO)C(=O)c2cc(NC(=O)NC3CCCCC3)ccc2O1,1.0,0.0,nt,nt,-0.2,0.8,-8.4,-0.5,-5.1,0.0,-0.5
O=C(NCCc1c[nH]c2ccccc12)C(=O)NCC1OCCCN1S(=O)(=O)c1cc(F)ccc1F (stereo unspecified),-0.5,-65.0,-1.7,-0.1,1.6,0.6,0.4,0.8,0.1,-4.0,-1.3
CSc1cc(-c2ccc(Cl)cc2)[nH]c(=O)c1C#N,0.5,-0.8,0.0,0.2,-6.3,-5.2,-19.0,0.1,-6.7,-1.0,-1.3
CCC(=O)N(Cc1ccco1)C1CC(=O)N(c2ccccc2)C1=O (stereo unspecified),-0.3,7.5,2.4,-1.1,1.2,0.1,-5.4,-1.4,-4.2,-1.8,-0.6
CC1CCCCN1C(=O)C(Cc1ccccc1)N1C(=O)C2CCCCC2C1=O (stereo unspecified),0.6,-0.5,-1.7,2.2,10.9*,11.4*,3.0,-0.8,2.8,-1.1,-1.0
CCCCc1cc2c(cn1)=C(OC(=O)c1cnc3ccccc3n1)C(C)(OC(=O)CC)C(=O)C=2 (stereo unspecified),-0.7,3.0,nt,nt,-6.3,-12.3,-0.2,-0.9,-2.9,-2.1,-1.1
COc1cc2ccccc2cc1C(=O)N1CCN(C)CC1,0.5,2.8,-0.7,-1.0,-13.1,-14.5,-30.0,1.6,-12.3,-1.1,-2.0
CCCOC1OC(=O)c2c1ccc(OC)c2OC (stereo unspecified),-0.3,6.0,-1.0,0.3,-1.8,-0.9,-0.8,0.5,-0.3,-0.5,-0.9
NC(=O)[C@@H]1CCCNc2c(F)cc([N+](=O)[O-])cc2C(=O)N[C@@H](CO)C(=O)N[C@@H](Cc2ccc(O)cc2)C(=O)N1,0.8,2.5,2.4,0.7,6.6,4.5,5.6,-0.1,3.2,-0.6,-0.6
Cc1ccc2cc(CCNC(=O)CCCc3ccccc3)c(=O)[nH]c2c1C,1.7,4.2,2.5,-0.1,-2.0,-9.4,-5.9,1.6,-7.2,-0.4,-1.2
CC(CN1CCCCC1)OC(=O)c1ccccc1F (stereo unspecified),0.2,2.9,1.7,1.9,2.2,-4.4,-5.7,-0.9,-1.5,1.6,-1.0
COc1ccc(C(=O)N2CCC(C(=O)N3CCN(c4ccccc4)CC3)CC2)cc1,2.8,3.2,-0.1,0.6,-0.7,-5.8,-8.3,-2.2,-2.6,-0.4,-0.9
Cc1ccc2c(c1)COc1c3ccc(C(=O)N4CCOCC4)cc3nn1-2,1.2,5.5,3.5,1.4,-170.7,-180.5,-231.5,1.2,-53.7,9.6,-1.0
CCOC(=O)N1CCN(S(=O)(=O)c2ccc3c(c2)NC(=O)CO3)CC1,-1.7,-2.1,-1.9,-0.2,3.8,10.4,-6.3,1.2,-0.1,2.7,-0.9
CCOc1ccc(N2C(=O)c3cccnc3C2Nc2ccc(Cl)cc2)cc1 (stereo unspecified),-0.3,-8.5,-0.9,1.2,-1.0,-4.5,-1.4,-1.2,-4.0,0.3,-1.6
CN(Cc1ccccc1)C(=O)COC(=O)C1CCN(S(=O)(=O)c2ccc3c(c2)OCCO3)CC1,1.0,-4.3,0.4,1.0,0.0,0.9,-2.2,-1.4,-1.0,0.5,-0.6
O=C(Nc1ccc(F)cc1)c1cccc(N2C(=O)c3ccccc3C2=O)c1,-0.1,1.7,1.5,0.9,-1.2,-5.8,-1.2,-0.4,-1.1,1.9,-1.5
Cc1nn2c(N3CCN(C)CC3)c3c(nc2c1-c1ccccc1)CCCC3,0.0,-16.4,3.5,nt,-19.6,-33.3,-0.2,-0.1,0.8,1.4,-1.2
CN(CCC#N)C(=O)COC(=O)C1c2ccccc2Oc2ccccc21,-0.2,-3.5,0.8,0.4,2.0,-5.8,4.8,-0.7,-1.9,2.0,-0.7
CC1CCCC(C)N1CCCNC(=O)C(=O)Nc1ccc2nc3n(c(=O)c2c1)CCCCC3 (stereo unspecified),-0.1,-0.2,-0.3,0.7,2.5,-3.5,4.6,-2.0,-0.7,3.7,-0.9
CC(=O)c1cccc(NC(=S)NC(=O)Cc2ccccc2)c1,-0.5,-0.3,0.5,0.6,5.4,-3.6,5.5,-0.6,-2.2,3.5,-1.4
O=C1N/C(=C/c2ccsc2)C(=O)N1c1ccccc1,0.4,-3.7,2.9,2.8,4.1,1.3,1.5,0.1,1.8,11.8*,-0.7
Nc1ccn(C2CCCO2)c(=O)n1 (stereo unspecified),0.7,-0.2,1.8,2.6,1.1,2.0,-4.1,-0.3,-1.8,0.1,-1.4
Cc1ccccc1Cn1nnc(-c2ccc3c(c2)OCO3)n1,0.8,-2.1,5.6,0.6,-2.0,-1.0,1.0,0.3,-1.3,6.8,-0.3
Cc1ccc2c(c1)C(O)(c1c(C)[nH]c3ccccc13)C(=O)N2 (stereo unspecified),-0.2,-10.9,0.2,-0.1,-0.8,-1.2,0.1,0.9,-1.1,-0.1,-0.3
O=C(CN1C(=O)CSC1=O)Nc1ccc(F)c(F)c1F,-0.3,-3.7,2.9,-1.4,-2.3,-2.0,-10.0,-1.4,-6.8,-0.2,-0.5
CCCC1C(=O)Nc2ccccc2N1C(=O)c1ccc(C(C)(C)C)cc1 (stereo unspecified),0.0,-1.4,5.0,-0.2,4.3,-2.6,10.1,-3.2,2.9,2.1,-1.5
CCC[C@@H]1C[C@@]1(CCC)[C@@H](NP(=O)(c1ccccc1)c1ccccc1)c1ccc(C(=O)OC)cc1,-0.2,-1.5,nt,nt,-1.2,-1.1,-4.7,0.1,-3.9,-1.3,-1.3
CCN(CC)S(=O)(=O)c1ccc(N2CCOCC2)c(NC(=O)c2cc3ccccc3o2)c1,-1.0,9.4,2.1,0.6,-1.1,-2.8,-8.8,-0.7,-6.7,-4.4,-1.6
CSc1ccc(C2c3[nH]c4ccccc4c3CCN2C(=O)c2ccnn2C)cc1 (stereo unspecified),0.3,-19.4,0.2,0.5,-6.3,-8.6,0.9,10.4*,0.3,6.8,2.0*
C[C@H](NC(=O)[C@@H]1CCCN1C(=O)[C@@H]1CCCN1C(=O)c1cccs1)c1ccccc1,2.4,2.3,nt,nt,-9.8,-15.0,-20.3,0.3,-5.1,1.2,-1.1
Cc1ccc(CN2CCN(Cc3cccc(-n4cccn4)c3)CC2CCO)cc1 (stereo unspecified),-0.5,-1.3,-0.2,0.0,2.9,2.3,-5.2,0.1,-0.2,7.5,-0.4
COc1ccc(S(=O)(=O)N2CCCOC2CNC(=O)C(=O)NCCc2ccco2)cc1 (stereo unspecified),-0.1,2.4,2.2,0.4,4.2,-2.6,-1.0,-0.5,-0.5,0.7,-0.3
O=C(COC(=O)CNC(=O)c1ccc(Cl)cc1)Nc1ccc(Cl)cc1C(F)(F)F,-0.6,-11.3,0.0,0.5,-1.3,2.3,0.3,-0.8,0.9,1.9,-1.2
N/C(=N\OC(=O)C1CCCCC1)c1ccc(Br)cc1,-0.2,0.4,1.8,1.5,2.0,-6.3,-3.5,-1.3,-5.3,0.7,-0.4
O=c1[nH]c(Nc2nc3ccccc3o2)nc2c1CCCC2,3.5,3.2,4.8,2.2,0.3,3.8,-2.2,2.1,-1.8,8.2,-1.0
NC(=O)Cc1ccc(Nc2nnc(-c3ccc(O)cc3)c3ccccc23)cc1,-0.2,0.0,1.1,-1.2,-77.7,-92.4,4.9,-0.4,-0.1,3.7,-1.1

Another view of some results above:
Values run as follows: DAX1 inh-1	HGIII-sPLA2 inh	FXN GAA850 act	DAX1 inh-2	PLC-gamma1 inh	PLCb3 inh	ADAM10 inh	hcDAF-12 act	ADAM17 inh	hgDAF12 agonist	ssDAF12 agonist
- CSc1ccc(C2c3[nH]c4ccccc4c3CCN2C(=O)c2ccnn2C)cc1 (stereo unspecified)
→ 0.3	-19.4	0.2	0.5	-6.3	-8.6	0.9	10.4*	0.3	6.8	2.0*
- C[C@H](NC(=O)[C@@H]1CCCN1C(=O)[C@@H]1CCCN1C(=O)c1cccs1)c1ccccc1
→ 2.4	2.3	nt	nt	-9.8	-15.0	-20.3	0.3	-5.1	1.2	-1.1
